Screening results: PubChem BioAssay, Sanford-Burnham Center for Chemical Genomics
CXCR6 inh: CXCR6 (human) receptor inhibition; AID 602244; 0.36% of 360,000 active; CHO-K1 PathHunter CXCR6 beta-arrestin, luminescence; O00574; inhibition, % at 20 µM; in the data active = inhibition above about 34%, passing the limit was not always enough;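 also: antagonist mode with CXCL16 agonist at 10 nM final; 0% = 10 nM CXCL16 with DMSO and 100% = unstimulated wells without agonist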
Target sequence (O00574 whole entry, looked up): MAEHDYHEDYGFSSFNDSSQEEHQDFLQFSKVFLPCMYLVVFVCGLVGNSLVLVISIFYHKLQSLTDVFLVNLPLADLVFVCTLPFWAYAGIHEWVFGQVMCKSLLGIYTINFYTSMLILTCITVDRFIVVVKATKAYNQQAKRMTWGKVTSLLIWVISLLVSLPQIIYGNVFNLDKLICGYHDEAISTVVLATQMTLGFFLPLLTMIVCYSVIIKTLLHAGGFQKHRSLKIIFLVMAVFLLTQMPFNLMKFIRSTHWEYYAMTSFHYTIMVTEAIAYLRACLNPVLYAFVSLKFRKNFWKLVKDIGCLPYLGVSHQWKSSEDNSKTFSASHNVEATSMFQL
CCR6 antag: blocks CCL20-driven beta-arrestin recruitment at human CCR6 | CHO-K1 CCR6 PathHunter beta-arrestin, luminescence, CCL20-stimulated | inhibition, % at 20 µM | 0.49% of 340,000 active;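 active = compounds whose inhibition of the agonist-driven luminescence signal at 20 µM reaches about 50%, limit read from the data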;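 also: cells stimulated with CCL20 at 14 nM final; plate controls were DMSO with CCL20 for no effect and DMSO without agonist for full effect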
Jurkat NFkB inh: inhibitors of the PMA/ionomycin-induced NF-kB reporter in Jurkat cells; PMA/ionomycin-induced NF-kB luciferase reporter, luminescence; inhibition, % at 4 µM; 0.53% of 330,000 active; AID 435003; in the data active = inhibition above about 50%
UBC13 inh: inhibitors of human UBC13 polyubiquitin chain formation | P61088 | inhibition, % at 20 µM | 0.47% of 330,000 active | TR-FRET; in the data active = inhibition above about 45%, passing the limit was not always enough
Target sequence (P61088 whole entry, looked up): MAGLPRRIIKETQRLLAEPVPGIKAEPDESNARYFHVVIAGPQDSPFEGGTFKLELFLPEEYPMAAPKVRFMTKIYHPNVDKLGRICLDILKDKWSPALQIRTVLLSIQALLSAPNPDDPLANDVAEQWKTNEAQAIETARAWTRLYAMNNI
697 NFkB inh: inhibitors of the PMA/ionomycin-induced NF-kB reporter in 697 B cells | 0.33% of 330,000 active | 697 B-cell NF-kB luciferase reporter, 16 h | inhibition, % at 4 µM; in the data active = inhibition above about 35%
EBI2 antag: EBI2 (human) antagonism; EBI2 beta-arrestin recruitment, luminescence, 7a,25-OHC stimulated; inhibition, % at 5 µM; 0.81% of 360,000 active; P32249; in the data active = inhibition above about 38%;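 also: enzyme fragment complementation signal reports receptor beta-arrestin coupling in cells; 0% = agonist plus DMSO wells and 100% = wells without agonist; some results beyond the cut were filed as inactive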
Gli-Sufu antag: Gli-Sufu pathway antagonism | Sufu-KO-LIGHT fibroblasts, Gli luciferase reporter luminescence | inhibition, % at 5 µM | 0.74% of 340,000 active;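 active = inhibition above about 55%, limit read from the data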;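 also: 0% = DMSO-treated cells and 100% = wells with medium but no cells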
APJ antag: antagonists of human APJ apelin receptor | P35414 | CHO-K1 APJ beta-arrestin complementation, luminescence | inhibition, % at 20 µM | 0.32% of 330,000 active;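 active = inhibition above about 40% at 20 µM, limit read from the data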;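 also: cells challenged with 10 nM apelin-13 agonist together with compound; plate controls were apelin-13 plus DMSO wells for no effect and DMSO wells lacking apelin-13 for full effect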
Target sequence (P35414 whole entry, looked up): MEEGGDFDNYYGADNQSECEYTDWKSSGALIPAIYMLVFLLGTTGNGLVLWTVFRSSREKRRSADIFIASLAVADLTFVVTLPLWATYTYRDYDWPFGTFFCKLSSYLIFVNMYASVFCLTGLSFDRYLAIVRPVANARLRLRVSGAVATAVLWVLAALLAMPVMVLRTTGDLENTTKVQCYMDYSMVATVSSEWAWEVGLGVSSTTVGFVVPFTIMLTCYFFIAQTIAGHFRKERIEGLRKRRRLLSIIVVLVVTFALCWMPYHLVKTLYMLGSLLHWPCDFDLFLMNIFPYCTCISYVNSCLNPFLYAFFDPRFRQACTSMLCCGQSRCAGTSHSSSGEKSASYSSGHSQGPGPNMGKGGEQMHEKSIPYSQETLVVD
* hit, by the source's call; x = not tested or not shown.

Order of values: CXCR6 inh, CCR6 antag, Jurkat NFkB inh, UBC13 inh, 697 NFkB inh, EBI2 antag, Gli-Sufu antag, APJ antag
1. CN(Cc1ccccc1)C(=O)c1cccc(NC(=O)Cc2ccc(NC(=O)C3CCCN(C(=O)CCc4ccccc4)C3)cc2)c1 (stereo not drawn)
→ 3, 6, x, x, x, 27, 12, x
2. O=C1c2ccccc2C(=O)N1CCc1nc(-c2ccccn2)no1
→ -1, 1, -1, 4, -18, -10, 14, 2
3. CCn1c(N)c(C(=O)Nc2ccccc2C(=O)OC)sc1=S
→ 10, -4, -8, 5, 2, 6, 4, 7
4. Cc1ccc(C(=O)COC(=O)CNC(=O)Cc2ccccc2)cc1
→ -7, -1, -5, -2, 13, 7, 13, 10
5. NC(=O)N/N=C/c1cc(Br)ccc1OCC(=O)NCc1ccccc1
→ 0, 7, -1, -14, -4, -2, 6, 10
6. Cc1onc(-c2ccccc2Cl)c1C(=O)NC(=S)NCc1cccnc1
→ 15, 14, -4, 0, 4, -6, 1, 13
7. COCCCN1C(=O)c2ccc(C(=O)NCc3ccco3)cc2C1=O
→ 4, 8, -12, -4, 8, -19, 6, -3
8. Cc1ccc(NC(=O)c2onc(C)c2Cl)cc1
→ -1, -4, -74, 5, -106, 4, -69, -18
9. COc1ccc(NC2CCN(C3CC(=O)N(c4ccc(F)c(Cl)c4)C3=O)CC2)cc1 (stereo not drawn)
→ -2, 15, -3, -9, 3, -8, 9, -21
10. Cc1onc(-c2ccccc2)c1C(=O)N/N=C/c1cc2c(cc1Br)OCO2
→ -6, -1, -1, -2, 3, 7, 6, 5
11. COc1ccc2cc(C(=O)C3CCCN(C(=O)CCc4cnn(C)c4)C3)ccc2c1 (stereo not drawn)
→ -8, 10, -34, 19, -27, 9, 6, 1
12. O=C(Nc1ccccc1C(=O)N1CCN(Cc2ccccc2)CC1)c1ccccc1
→ -10, 8, 14, -2, 14, 3, 2, 12
13. CCCCCN1CSC(=S)N(Cc2ccccc2)C1
→ 7, 25, -6, 2, 18, 1, 21, 13
14. Cc1ccc2nc(-c3sc4nc(C)cc(C)c4c3N)[nH]c2c1
→ -6, -16, -97, 1, -70, 8, -134, 1
15. CC1CN(C(=O)COC(=O)c2ccc(N(C)C)cc2)CC(C)O1 (stereo not drawn)
→ 2, 6, 2, -12, 14, -6, 15, 6
16. COC(=O)[C@H](CCSC)NC(=O)NCc1ccc(S(N)(=O)=O)cc1
→ 5, -13, 8, 11, 17, -5, 1, -9
17. CC(C)C(=O)NC(Nc1ccccc1F)C(Cl)(Cl)Cl (stereo not drawn)
→ -8, 31, 1, 5, 14, -3, -2, 6
18. CC(=O)N1CCN2C(=O)C1CCCC(=O)c1cc(C3CCCCC3)ccc12 (stereo not drawn)
→ -1, -3, -12, -9, -9, 2, 6, 4
19. CC1CCCN(C(=O)C2COc3ccccc3O2)C1 (stereo not drawn)
→ 0, 12, -10, 2, -23, 4, -15, -28
20. Cc1c(CNCC(C)c2ccccc2)c(C(=O)O)c(C)n1Cc1ccccc1 (stereo not drawn)
→ 5, -3, 3, -1, 25, 0, 3, -21
21. Cc1cc(C(=O)N/N=C2\CC(=O)CC(C)(C)C2)c(C)n1-c1ccccc1
→ -8, 6, -2, -2, 2, -15, -14, 7
22. O=C(CCC(=O)c1ccc(F)cc1)OCc1nnc(-c2ccc([N+](=O)[O-])cc2)o1
→ 1, 1, 14, 7, 6, -20, -1, -23
23. O=C(CSc1ccc(Cl)cc1)NN=C1CCCCCC1
→ 8, 8, -4, 4, -27, 28, 16, 6
24. CS(=O)(=O)N1CCc2cc(C(=O)N3CCCC3)ccc21
→ 5, -1, -10, -6, 13, 1, -1, -26
25. CN(C)c1ccc(C(C(=O)NC2CCCC2)N(C(=O)c2ccco2)C2CC2)cc1 (stereo not drawn)
→ 9, 2, 1, -1, -8, -10, 0, 4
26. CCN(CC)c1ccc(/C=N/N2C(C)CCCC2C)c(O)c1 (stereo not drawn)
→ 3, 6, 10, -2, -16, 15, -9, 12
27. CC(C)(C)OC(=O)N1CCN(C(=O)c2cccnc2Cl)CC1
→ -22, -3, 13, -8, 6, -3, -9, -7
28. CC(C)(C)c1ccc(OC(=O)c2ccc3nsnc3c2)cc1
→ -4, 21, 11, -9, -3, -5, -7, 9
29. CC(=O)N1CCN(S(=O)(=O)c2cccc(C(=O)Nc3ccc4c(c3)CCC4)c2)CC1
→ 8, 8, 4, 8, 14, 3, -7, -3
30. COc1ccc(S(=O)(=O)NC2CC2)cc1C(=O)N1CCOCC1
→ -6, 7, -23, -1, 26, 3, -8, 16
31. Cc1ccc(Nc2c(-c3ccco3)nc3ccccn23)cc1
→ 1, 3, -16, 13, -31, -7, -20, -4
32. NS(=O)(=O)c1ccc(-c2ccc(/C=C3\NC(=S)NC3=O)o2)cc1
→ 9, 32, 11, -17, 9, -2, -12, 22
33. CC(C)CC(c1nnnn1CC1CCCO1)N1CCN(C2CCCC2)CC1 (stereo not drawn)
→ -3, -2, x, x, x, -14, 4, x
34. Cn1nnnc1Sc1ncnc2scc(-c3cccc(S(C)(=O)=O)c3)c12
→ -1, 5, -12, -1, -11, 4, 13, -9
35. COc1cccc(-c2noc(N)c2C#N)c1
→ -25, -21, -12, -1, -6, -19, 16, -112
36. Cc1ccc(C(=O)Nc2ccc3c(c2)OCCO3)c(C)c1
→ -7, 4, -20, 3, -160, -4, -68, 21
37. O=C(CN1C(=O)CCSc2ccc(S(=O)(=O)N3CCOCC3)cc21)Nc1ccccc1Cl
→ 6, 11, -2, 5, 1, 7, 2, -5
38. O=C(Nc1ccccc1)C1CC2CCCC(C1)C2=O (stereo not drawn)
→ 11, -10, -1, -1, 1, -6, -4, 7
39. O=C(c1cccc(S(=O)(=O)N2CCCCCC2)c1)N1CCN(Cc2ccccc2)CC1
→ 5, 0, x, x, x, 0, 3, x
40. COc1ccc(C(=O)NCC(=O)OCc2ccc([N+](=O)[O-])cc2)cc1
→ 4, 4, -1, -1, 3, 3, -25, 2
41. O=S(=O)(c1ccccc1)c1cnc(-c2ccccc2)nc1N1CCCCC1
→ -8, 13, -10, 6, -15, 21, -11, 7
42. c1ccc(-n2nnnc2-n2nnc3ccccc32)cc1
→ 6, 1, -2, 2, 20, -3, 2, 7
43. CCN1CCN(C(=O)c2nn(-c3ccccc3)c(=O)c3ccccc23)CC1
→ -1, -8, -3, -8, -5, -15, -4, 9
44. CCOC(=O)CNC(=O)CSc1nc(N(C)C)nc(N2CCOCC2)n1
→ 4, -2, 18, 4, 9, 4, 8, 0
45. Cc1ccc(NC(=O)Cn2cnc3cc([N+](=O)[O-])ccc3c2=O)cc1
→ -16, -4, -7, -11, 26, 18, 20, -59
46. C[n+]1cccc(CNC(=O)/C=N/O)c1
→ 7, -2, -4, 4, -4, 1, 18, 13
47. CCN1CCCc2cc(CN(CCN3CCOCC3)C(=S)Nc3ccccc3OC)ccc21
→ 7, -1, 2, 6, 16, -4, 9, 2
48. O=C(NNC1CC(=O)N(c2ccccc2)C1=O)c1ccc(COc2ccccc2Cl)o1 (stereo not drawn)
→ -2, -10, 15, -2, 15, 0, -11, 10
49. O=C(NNc1c(Cl)cccc1Cl)c1c(F)cccc1Cl
→ 4, 7, -14, 2, 8, -12, 2, 16
50. FC(F)(Cl)c1nnc2ccc(Sc3ccccn3)nn12
→ 2, -4, 6, 0, 2, -4, -7, 8
51. CC(Sc1nnc(-c2ccncc2)n1C)C(=O)Nc1ccc(N2CCOCC2)cc1 (stereo not drawn)
→ 4, -1, -1, -5, 12, -10, -14, -3
52. CCCSc1nc2c(c(=O)[nH]c(=O)n2C)n1CC(O)COc1ccccc1 (stereo not drawn)
→ -7, -1, -22, 0, -19, -4, 16, 3
53. COc1ccc(OC)c(C(c2nnnn2CCc2ccccc2)N2CCN(c3ccccc3)CC2)c1 (stereo not drawn)
→ 6, 14, -16, -6, -11, 13, 22, 5
54. Cc1ccc(C(=O)c2cc3ccccc3o2)cc1
→ -10, 13, -96, -11, -116, 4, -113, 13
55. COC(C)(C)[C@]12CC(O)(c3ccccc3)ON1[C@H]1CCCCC1N2O (stereo partly drawn)
→ 9, 11, 17, -2, 1, 6, -9, 17
56. Cc1ccc(C(=O)Nc2cccc(C(=O)NCc3ccccc3)c2)cc1
→ 1, 15, -6, 4, -3, 15, -8, -30
57. Cc1cc(C(=O)N(NC(=O)C(C)C)c2ccccc2)cs1
→ 7, -5, 15, 7, 10, -8, -5, -3
58. CCN1CCN(c2nc(-c3ccccn3)nc3ccccc23)CC1
→ -3, 4, 1, -9, 18, -2, 10, 17
59. CCc1ccccc1N=Cc1c(C)c(C#N)c2[nH]c3ccccc3n2c1=O
→ 5, 7, x, x, x, -10, 6, x
60. CCCC(C)c1nnc(NC(=O)CCS(=O)(=O)c2ccccc2)s1 (stereo not drawn)
→ 4, 4, -6, 4, -25, 1, -42, 26

Part of the list above, reduced to UBC13 inh and EBI2 antag.
entry | smiles | UBC13 inh | EBI2 antag
50 | FC(F)(Cl)c1nnc2ccc(Sc3ccccn3)nn12 | 0 | -4
51 | CC(Sc1nnc(-c2ccncc2)n1C)C(=O)Nc1ccc(N2CCOCC2)cc1 (stereo not drawn) | -5 | -10
52 | CCCSc1nc2c(c(=O)[nH]c(=O)n2C)n1CC(O)COc1ccccc1 (stereo not drawn) | 0 | -4
53 | COc1ccc(OC)c(C(c2nnnn2CCc2ccccc2)N2CCN(c3ccccc3)CC2)c1 (stereo not drawn) | -6 | 13

Next results follow:
Order of values: CXCR6 inh, CCR6 antag, Jurkat NFkB inh, UBC13 inh, 697 NFkB inh, EBI2 antag, Gli-Sufu antag, APJ antag
61. COc1cccc(C2Nc3ccccc3C(=O)N2O)c1O (stereo not drawn)
→ -27, -7, 0, 2, -6, 1, 0, 6
62. COc1ccc(Cl)cc1NC(=S)N1CCCCCC1
→ 7, 0, -8, -3, -22, 4, -9, 9
63. COc1cccc2cc(-c3cc(=O)oc4cc(C)c(O)cc34)oc12
→ -6, 3, -9, -4, 11, 3, 15, -14
64. CC(=O)C1=C(O)C(=O)N(c2ccc(O)cc2)C1c1ccccc1Cl (stereo not drawn)
→ 7, 7, 6, 3, 2, -6, 2, 12
65. CC(=O)Nc1cccc(/C(C)=N/NC(=O)c2ccc(O)cc2)c1
→ 4, 8, 0, 9, 5, -1, -3, -3
66. O=C(CN1C(=O)NC2(CCCC2)C1=O)N1CCc2ccccc2C1
→ 2, 5, 8, -4, 0, -3, 5, 13
67. CCOC(=O)C1=C(C)N(CCCCCC(=O)O)C(=O)NC1c1ccc(Br)cc1 (stereo not drawn)
→ -10, -5, 2, -4, 17, -19, -2, 5
68. CC(C)C(NC(=O)c1ccc(Br)cc1)C(=O)NC1=NCCS1 (stereo not drawn)
→ -1, -8, 10, -1, 3, -9, -6, 3
69. S=C1NCCOCCOCCOCCOCCNC(=S)NCCOCCOCCOCCOCCN1
→ -7, 7, -8, -2, -7, 7, 0, -4
70. CCc1ccc(-c2nc(-c3ccncc3)no2)cc1
→ -5, -9, -133, 1, -264, -13, -8, 4
71. CCOC(=O)CCc1c(C)c2ccc(OCc3ccc([N+](=O)[O-])cc3)cc2oc1=O
→ 2, 5, 9, -16, 5, 2, -6, 8
72. C=CCNC(=O)c1onc(CSc2ccc(F)cc2)c1C(=O)NCCOC
→ -3, 4, -7, 2, 20, 0, 4, -17
